# HSF-1 act: HSF-1 activators, primary screen, NIH3T3-HGL cells, MG132 stress, luminescence, single point; activation, % at 9 µM; NIH3T3-HGL HSF-1 luciferase reporter, 8 h; 100% = twice DMSO control signal; 1.7% of 300,000 active;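 active = mean replicate activation of at least 50% with a set share of replicates each reaching 50%; inconclusive = only one of those two conditions met; inactive = mean below 50% and too few replicates reaching it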;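 also: 0% = median of the neutral control wells and 100% = twice that signal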
# KLF5 inh: KLF5 expression inhibitors, primary screen, DLD-1 cells, luminescence. DLD-1 KLF5 promoter-luciferase reporter. inhibition, % at 5 µM. 0.23% of 290,000 active. AID 1700, 2009;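 active = inhibition above a per-plate limit of that plate's mean compound inhibition plus 3 SD, cut at about 60% in these data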;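 also: 0% = DMSO wells and 100% = LY294002 at 200 µM; higher means less KLF5 promoter-driven luciferase light; inactives centre near -14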
# aSyn UTR inh: MLPCN primary screen, SNCA 5' untranslated region | inhibition, % (tested at 7.5 µM) | alpha-synuclein 5'UTR reporter, inhibitor activity | AID 1813, 2009 | 0.82% of 300,000 active; in the data active = inhibition above about 60%; inconclusive = no clear call, values can overlap the other calls;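 also: H4 neuroglioblastoma cells stably carrying SNCA 5'UTR luciferase fusion; 0% = DMSO wells and 100% = positive control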
# PolyA inh: polyadenylation inhibitors in yeast reporter cells, primary screen, luminescence, S. cerevisiae; AID 1875, 2009; calls only at 12 µM; S. cerevisiae SKY197-pL101 polyadenylation reporter, beta-gal luminescence; efflux-impaired pdr1/pdr3 knockout yeast; score 100 = 6 SD above DMSO; 0.02% of 300,000 active;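 active = lowest replicate activity score at least 50, where 100 means six control SD above control mean; inconclusive = lowest score under 50 but half or more replicates reach 50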;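 also: yeast exposed to compound for 9 h at 30 °C; higher score means more reporter readthrough which indicates perturbed polyadenylation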
# GSK3 alpha inh: blockers of GSK3A enzyme activity – biochemical, luminescence, cell-free homogeneous, HTS, primary screen; Glycogen synthase kinase-3 alpha (Homo sapiens), P49840; inhibition, % at 10 µM; 0.1% of 320,000 active; AID 2650, 2010; GSK-3 alpha kinase, ADP-Glo luminescence, 60 min;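 in the data active = inhibition above about 50%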;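 also: GST-tagged GSK-3 alpha with peptide substrate and 25 µM ATP; 0% = DMSO neutral wells and 100% = GW8510 positive control wells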
# Target sequence (P49840 whole entry, looked up): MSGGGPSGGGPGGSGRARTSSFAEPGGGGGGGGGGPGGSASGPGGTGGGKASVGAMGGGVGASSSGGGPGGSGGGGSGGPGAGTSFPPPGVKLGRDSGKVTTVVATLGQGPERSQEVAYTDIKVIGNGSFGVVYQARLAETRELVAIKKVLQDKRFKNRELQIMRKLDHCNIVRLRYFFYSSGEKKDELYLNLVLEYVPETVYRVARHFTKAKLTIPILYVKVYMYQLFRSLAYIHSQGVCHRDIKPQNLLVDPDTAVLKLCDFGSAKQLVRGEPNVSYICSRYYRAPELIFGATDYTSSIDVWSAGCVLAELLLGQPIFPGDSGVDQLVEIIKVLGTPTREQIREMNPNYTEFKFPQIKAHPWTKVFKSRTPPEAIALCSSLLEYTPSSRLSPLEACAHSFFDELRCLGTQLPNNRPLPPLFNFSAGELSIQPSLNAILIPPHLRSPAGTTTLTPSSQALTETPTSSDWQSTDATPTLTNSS
# HSP90 refold inh: HSP90 inhibitors, primary screen, cell lysate, luminescence; Rabbit reticulocyte lysate, luciferase refolding luminescence, 3 h; 0.91% of 290,000 active; inhibition, % at 5.6 µM;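 active = inhibition above the screen-wide mean plus 3 SD, computed separately per campaign, cut at about 16% in these data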;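 also: 0% = DMSO wells and 100% = 60 µM geldanamycin wells; inhibitors lower the luminescence because luciferase stays unfolded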
# AI-2 QS modul: Vibrio harveyi AI-2 quorum sensing modulators, primary screen, JMH597 strain, luminescence/OD600 ratio. AID 2094, 2009. 0.4% of 300,000 active. Vibrio harveyi JMH597 AI-2 luminescence/OD600 ratio, 9 h; active compounds read low; strain lacks LuxN and CqsS sensors; 0 = neutral-control median. activity change, % at 7.5 µM; in the data active = activity change below about -75%, passing the limit was not always enough; inconclusive = no clear call, values can overlap the other calls;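 also: luminescence divided by OD600 gain over 9 h not by final OD600 alone; inactives centre near 13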
# HSF1 inhib: HSF1 inhibitors in luciferase reporter cells, primary screen, cell-based, NIH3T3, luminescence; NIH3T3-HGL HSE-luciferase, MG132-induced, luminescence 8 h; active compounds read low; activity change, negative = inhibition, % at 7.5 µM (by protocol); 0.77% of 300,000 active;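 active = more than half of replicate wells show activity change below -50%, luminescence cut by over half; inconclusive = some wells, but at most half, below -50%; inactive = no replicate well below -50%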;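 also: luciferase reports HSF-1 transcriptional activity via heat shock element; 0% = median of DMSO wells and -100% = zero luminescence signal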
# IEC-6 tox: cytotoxicity in IEC-6 intestinal epithelial cells, primary screen, cytotoxicity control for KLF5 inhibitor project, cell-based, luminescence; IEC-6 cytotoxicity, luminescence viability; inhibition, % at 5 µM; 0.78% of 290,000 active; AID 1825, 2009; in the data active = inhibition above about 22%;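 also: 0% = plate median of test compound wells and 100% = cytotoxic reference compound wells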
# GSK3B inh: human GSK3beta kinase inhibitors, primary screen, biochemical, cell-free homogeneous, HTS. 0.038% of 300,000 active. activity score (negative = inhibition), % at 10 µM. GST-GSK3beta kinase, ADP-Glo luminescence, 60 min; active compounds read low. Glycogen synthase kinase-3 beta (Homo sapiens), P49841;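 active = more than half of replicate wells score below -50%, meaning over 50% inhibition versus plate controls; inconclusive = some replicates but at most half score below -50%; inactive = no replicate scores below -50%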;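 also: 0% = median DMSO wells and -100% = median GW8510 positive control wells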
# Target sequence (P49841 whole entry, looked up): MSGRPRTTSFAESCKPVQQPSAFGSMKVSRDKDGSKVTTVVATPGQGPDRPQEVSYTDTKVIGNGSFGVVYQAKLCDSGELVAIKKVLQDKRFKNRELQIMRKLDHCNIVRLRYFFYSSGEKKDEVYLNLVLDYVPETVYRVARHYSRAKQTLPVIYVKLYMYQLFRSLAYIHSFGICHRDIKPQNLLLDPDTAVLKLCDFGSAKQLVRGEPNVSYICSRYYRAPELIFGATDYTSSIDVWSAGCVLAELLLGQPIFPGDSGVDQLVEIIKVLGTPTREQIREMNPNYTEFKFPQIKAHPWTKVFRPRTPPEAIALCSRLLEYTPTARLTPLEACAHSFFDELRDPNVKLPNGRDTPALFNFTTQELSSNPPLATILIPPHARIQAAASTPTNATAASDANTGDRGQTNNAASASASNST
#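 Assay system: GST-fused GSK3beta enzyme, cell-free / Medium: Tris pH 7.5 buffer with MgCl2, DTT, BSA, heparin / Also added: peptide substrate plus 25 µM ATP (final) / Compound: 10 µM single point / Timing: kinase reaction with compound 60 min at room temperature / Detection: ADP-Glo luminescence / Benchmarks: DMSO neutral wells and GW8510 at 20 µM as positive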
# Starred values were filed as active, the others as inactive; i = inactive; u = inconclusive; x = no result given.
cpd	smiles	HSF-1 act	KLF5 inh	aSyn UTR inh	PolyA inh	GSK3 alpha inh	HSP90 refold inh	AI-2 QS modul	HSF1 inhib	IEC-6 tox	GSK3B inh
1	COC/C=C/C1=CC2=CC(=O)C(C)(OC(=O)c3cnc4ccccc4n3)C(=O)C2=CN1Cc1ccccc1 (stereo unspecified)	0	x	25	i	2	x	6	7	x	4
2	CCOc1ccc(NC(=O)CC2C(=O)N(c3ccc(OC)cc3)C(=O)N2CCc2cccs2)cc1 (stereo unspecified)	13	-5	22	i	0	6	6	2	9	0
3	COc1ccc(CCNC(=O)CN(CCc2ccccc2)S(C)(=O)=O)cc1	17	-3	5	i	-4	4	15	-5	1	8
4	O=S1(=O)N=C(N/N=C/c2ccc(Br)o2)c2ccccc21	4	-4	4	i	-1	-3	-1	1	0	1
5	CC(=O)N(Cc1ccc(F)cc1)C1=C(NCCc2ccccc2)C(=O)c2ccccc2C1=O	33	79*	70*	i	1	48*	9	9	54*	-2
6	C=C(C)CSc1nnc2n(Cc3ccccc3)c(=O)c3c4c(sc3n12)CCC4	-12	-30	7	i	x	-3	15	-3	1	-2
7	COc1cc(CC(=O)NCc2cccs2)cc(OC)c1OC	-10	-22	-32	i	-2	3	-4	1	4	2
8	COc1ccc(OC(=O)c2ccc(Cl)cc2)c(C(C)=O)c1	21	-8	-78	i	1	-3	25	1	0	-1
9	Cc1cccc(N2CCN(C(=S)NCc3ccco3)CC2)c1C	u	-150	-5	i	-3	4	2	23	3	0
10	CN(C)Cc1c(O)c(Cl)cc2c3c(c(=O)oc12)CCCC3	6	-12	17	i	3	4	26	-6	7	-5
11	N#CC1=C(N)Nc2nc3ccccc3n2C1c1ccc(F)cc1 (stereo unspecified)	13	-24	-117	i	-2	-4	18	-4	0	1
12	CCCn1nc2cc(C(=O)NCCc3ccc(C)cc3)ccc2c1OCC	6	-25	21	i	-2	0	-1	7	2	0
13	CCOC(=O)c1ccc(NC(=O)c2nc[nH]c2C(=O)N[C@H](C)c2ccccc2)cc1	-22	x	2	i	1	x	19	-9	x	0
14	CCN1CCSc2ccc(C(=O)NCc3ccccc3Br)cc21	u	-28	-1	i	-2	-2	18	44	-6	1
15	O=C(NNC(=O)C1CCN(Cc2ccccc2)CC1)c1cccs1	41	-12	14	i	-1	2	16	13	-3	0
16	N=c1c(C(=O)NCC2CCCO2)cc2c(=O)n3ccccc3nc2n1Cc1ccccc1 (stereo unspecified)	1	-42	-6	i	-6	-3	20	-1	-4	-1
17	CC(CCc1ccccc1)NC(=O)CCCn1ncn2c(cc3occc32)c1=O (stereo unspecified)	15	-18	18	i	0	-1	u	7	0	2
18	COC(=O)c1cc(OC)ccc1-c1ccc(OC)cc1	4	-7	18	i	-5	0	31	-12	-3	2
19	O=C(O)C1=C[C@H](c2ccc(Br)cc2)C[C@H](OCc2ccc(CO)cc2)O1	-9	-12	3	i	-1	10	9	-2	-5	4
20	O=C(CSc1nc(-c2ccccc2)c(-c2ccccc2)[nH]1)NCCN1C(=O)CSC1=O	5	7	-19	i	3	0	17	1	1	-8
21	CCn1c(SCC(=O)Nc2nc(C)cs2)nnc1C(NC(=O)c1ccccc1Cl)C(C)C (stereo unspecified)	15	-10	-4	i	-1	5	12	-1	-1	3
22	CCN1/C(=C2\OC(=S)N(C)C2=O)Sc2ccccc21	15	-36	-129	i	0	-1	17	15	3	3
23	COc1ccc(N2C(=O)C3C(c4ccc(OC)cc4O)NC(Cc4ccccc4)(C(=O)O)C3C2=O)cc1 (stereo unspecified)	-35	-16	13	x	1	2	10	-22	2	1
24	Cn1c(Cc2cccc3ccccc23)nnc1SCC(=O)N1CCN(c2ccccc2)CC1	4	-7	4	i	-1	-3	19	-2	0	-3
25	COc1ccc(C(=O)c2c3ccc(C(F)(F)F)cc3[n+]([O-])n2CCCC(N)=O)cc1	-48	x	-5	i	-2	x	13	-36	x	-1
26	COc1cc(CNCCCCO)ccc1OCc1ccccc1F	5	-29	-29	i	2	4	13	9	-2	1
27	CN1CCN(C(=O)c2ccc3c(=O)n(-c4ccc(F)cc4)c(=S)[nH]c3c2)CC1	-1	-9	8	i	3	8	21	-3	4	2
28	COc1ccc(S(N)(=O)=O)cc1C(=O)OCCCOC(=O)c1cc(S(N)(=O)=O)ccc1OC	-15	-17	-13	i	1	2	5	-4	3	-2
29	CN=C(Nc1ccc(Br)cc1)SC1CC(=O)N(c2ccc(OC)cc2)C1=O (stereo unspecified)	26	-12	-10	i	-3	0	14	7	-12	2
30	O=C(Nc1ccon1)c1ccc(N2CCCCC2)c([N+](=O)[O-])c1	43	-143	-143	i	0	-4	12	8	-1	0
31	CCN1C(=O)/C(=C/c2cccs2)N(C)C1=S	-2	-15	39	i	0	5	-3	-6	0	3
32	CS(=O)(=O)N1CCN(c2ccccc2NC(=S)NC(=O)c2ccco2)CC1	-14	-6	28	i	3	2	7	-2	-3	1
33	NC(=O)c1cc2ccc(O)cc2oc1=Nc1ccccc1	40	-115	-59	i	x	10	19	14	1	2
34	COc1ccc2nc(SCC(=O)Nc3ccc(S(=O)(=O)Nc4nccc(C)n4)cc3)[nH]c2c1	3	-18	2	i	7	14	4	-7	-6	2
35	Cc1[nH]c(=O)[nH]c(=O)c1N1CCOCC1	-3	-17	1	i	-1	0	9	-2	-5	3
36	COCOc1ccc(C=O)c(OCOC)c1	5	x	12	i	-4	x	16	-6	x	0
37	O=C(O)/C=C/C(=O)Nc1cccnc1	x	-22	x	x	-1	7	x	x	-5	x
38	CCN1C(=O)CC(C(=O)Nc2ccc(F)cc2)SC1=Nc1ccc2c(c1)OCO2 (stereo unspecified)	x	-34	25	i	-1	2	31	x	-7	-1
39	O=C(COC(=O)c1cc(S(=O)(=O)N2CCCCC2)ccc1N1CCOCC1)c1ccc(Cl)cc1	25	x	6	i	-1	x	9	22	x	1
40	CCc1ccccc1NC(=O)c1ccc([N+](=O)[O-])s1	33	-5	-68	i	-2	3	u	20	6	-1
41	CN(c1ccc(C(=O)Nc2ccc3c(c2)n(C)c(=O)n3C)cc1)S(C)(=O)=O	11	-6	-11	i	-2	1	14	-1	-1	4
42	O=C(O)COc1ccc(/C=C2\SC(=Nc3ccccc3)N(c3ccccc3)C2=O)cc1	-4	11	-5	i	7	1	36	0	-3	0
43	COc1ccccc1NC(=O)Nc1ccc2c(c1)CCC2	38	-162	-126	i	3	-5	24	40	3	4
44	Cn1c(=O)oc2cc(S(=O)(=O)N3CCCCC3)ccc21	113*	1	-13	i	-2	5	-6	47	1	0
45	CSc1ccccc1OCc1cc(C(=O)N2CCN(c3ncccn3)CC2)no1	14	-25	-38	i	-3	0	6	3	4	1
46	CCOC(=O)C1CCN(C(=O)c2cccc(S(=O)(=O)N(C)C3CCCCC3)c2)CC1	5	x	-3	i	-1	x	6	6	x	2
47	Cc1ccc(CNC(=O)N[C@@H](Cc2ccccc2)C(=O)O)cc1	x	7	14	i	2	-2	20	x	-7	2
48	COc1cc(/C=C(\C#N)C(=O)N2CCCCC2)ccc1O	8	-6	-10	i	-1	3	20	-6	-5	1
49	CC(C)C(C(=O)NCC1CCCO1)N(C(=O)CNS(=O)(=O)c1ccc(F)cc1)C1CCCCC1 (stereo unspecified)	7	-32	22	i	-3	1	10	3	4	4
50	Cc1ccc(C(=O)Nc2cccc3ccccc23)cc1	27	-43	-50	i	-1	-2	0	20	0	1
51	Cc1c(NC(=O)c2cc3nc(-c4ccc(Cl)cc4)cc(C(F)(F)F)n3n2)c(=O)n(-c2ccccc2)n1C	2	-22	4	i	2	5	3	-6	3	2
52	O=C(CNC(=O)COc1ccccc1)NCc1ccccc1F	16	-3	-3	i	-2	2	16	-8	0	0
53	CC(=O)c1c(C)oc2ccc(NS(=O)(=O)c3ccc(C)cc3)cc12	15	17	6	i	2	-2	29	10	3	2
54	CCOc1ccc(/C=N/NC(=O)C(=O)N2CCCCCC2)c2ccccc12	-2	-37	42	i	x	3	10	-4	7	-3
55	Cc1cc(S(=O)(=O)N2CCOCC2)ccc1OCC(=O)Nc1cccc(C(F)(F)F)c1	15	-18	3	i	-4	0	20	1	-11	-7
56	CN(C(=O)Nc1ccccc1)C1CCS(=O)(=O)C1 (stereo unspecified)	x	-14	x	i	-1	2	8	x	-5	2

# Remaining list, next part.
cpd	smiles	HSF-1 act	KLF5 inh	aSyn UTR inh	PolyA inh	GSK3 alpha inh	HSP90 refold inh	AI-2 QS modul	HSF1 inhib	IEC-6 tox	GSK3B inh
57	Cc1ccc(NC(=S)N(CCCN2CCOCC2)Cc2cccnc2)cc1C	-1	6	1	i	0	1	19	-3	-6	2
58	O=C1c2cccc3cccc(c23)C(=O)N1OS(=O)(=O)c1ccccc1	118*	-44	-51	i	-2	1	15	87	15	-3
59	Cc1cccc(NC(=O)c2ccc(S(=O)(=O)NCc3cccnc3)cc2)c1	19	-34	10	i	1	-3	14	3	-10	0
60	COc1ccccc1N1CCN(S(=O)(=O)c2ccc(-n3cnnn3)cc2)CC1	-6	-33	2	i	-1	3	10	-3	-3	2
61	CC(C)CNS(=O)(=O)c1ccc(S(=O)(=O)NC2CCOC(C)(C)C2)cc1 (stereo unspecified)	-7	-21	2	i	1	6	14	-3	4	3
62	CC(=O)c1c(C)[nH]c(C(=O)COc2cc(C)cc(C)c2)c1C	2	-16	20	i	-2	-1	3	-2	1	2
63	COc1ccccc1NC(=O)CCSc1nnnn1C	2	-6	29	i	0	1	0	-3	-5	-7
64	CCN1CCN(Cc2ccc(NC(=O)c3ccc(C)c(NC(=O)c4cccc5[nH]ccc45)c3)cc2C(F)(F)F)CC1	-62	x	-15	i	-1	x	-2	-55*	x	-2
65	COc1ccc(CCNC(=O)C2CCC(CNc3c(N4CCCC4)c(=O)c3=O)CC2)cc1OC (stereo unspecified)	x	-10	22	i	-2	2	23	x	-3	0
66	CC(C)S(=O)(=O)c1csc(NC(=O)Nc2cccc([N+](=O)[O-])c2)c1Cl	29	-10	-45	i	1	3	15	17	-7	-4
67	CCOC(=O)N1CCC(NC(=O)C(NC(=O)C2CCC(C)CC2)C(C)CC)CC1 (stereo unspecified)	6	-18	-7	i	x	2	19	-10	-2	3

# Screening results (PubChem)

# This is a subset (hit frequency here may not be typical).
